CHRM4 antagonist: blocks acetylcholine activation of human M4 receptor; P08173; CHO-hM4 cells, ACh EC80, Fluo-8 calcium fluorescence; inhibition, % at 3 µM; 360,000 compounds, 0.73% hits; AID 624125;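 active means inhibition above its plate's cutoff, the mean inhibition of sample wells plus 3 SD, cut at about 27% in these data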;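 further: 0% = acetylcholine EC80 with DMSO and 100% = DMSO without agonist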
Target sequence (P08173 whole entry, looked up): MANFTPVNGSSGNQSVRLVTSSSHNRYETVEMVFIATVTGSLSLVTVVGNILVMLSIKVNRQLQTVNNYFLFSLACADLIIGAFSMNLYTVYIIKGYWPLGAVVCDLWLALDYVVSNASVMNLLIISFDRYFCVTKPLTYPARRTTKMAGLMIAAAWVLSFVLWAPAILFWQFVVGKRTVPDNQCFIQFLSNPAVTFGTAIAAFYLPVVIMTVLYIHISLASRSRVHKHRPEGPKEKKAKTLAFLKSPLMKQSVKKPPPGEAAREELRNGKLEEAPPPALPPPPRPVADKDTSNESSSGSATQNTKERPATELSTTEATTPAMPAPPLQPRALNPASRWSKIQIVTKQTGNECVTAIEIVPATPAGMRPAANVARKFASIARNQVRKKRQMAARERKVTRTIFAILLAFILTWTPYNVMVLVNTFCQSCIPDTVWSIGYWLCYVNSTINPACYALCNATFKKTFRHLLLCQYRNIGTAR
M1 PAM: potentiates human M1 receptor response to acetylcholine; CHO-K1 hM1, Fluo-8 calcium fluorescence, ACh EC20; 0% = ACh EC20, 100% = maximal ACh; 360,000 compounds, 0.088% hits; P11229; activation, % at 3 µM; in the data active means activation above about 19%, passing the limit was not always enough
CHRM4 agonist: CHRM4 agonism in calcium assay | P08173 | CHO-K1 hM4/Gqi5, Fluo-8 calcium fluorescence; vehicle 0%, full acetylcholine response 100% | activation, % at 3 µM | 360,000 compounds, 0.14% hits;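 active means activation above the run mean over all test wells plus 3 SD, cut at about 32% in these data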;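 further: peak over basal fluorescence ratio per well then scaled between controls; 0% = DMSO wells and 100% = acetylcholine at EC100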
CRFBP-R2 agonist: CRF-BP/CRF-R2 complex agonism; HEK293 CRF-R2/CRF-BP, calcium dye fluorescence (FLIPR); percent of saturating CRF peptide response; activation, % at 13.2 µM; 350,000 compounds, 0.46% hits;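 active means activation of at least 50%, plus an integration ratio under a set limit after plate pattern correction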;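 further: plate controls were neutral control wells without compound for no effect and CRF at EC100 for full effect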
M5 PAM: potentiates acetylcholine response at human M5 receptor; CHO-K1 hM5, Fluo-8 calcium, ACh EC20 PAM; 0% = ACh EC20, 100% = ACh EC100; P08912; 360,000 compounds, 0.3% hits; activation, % at 3 µM;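 active means activation above the run cutoff, the mean activation of all test compounds plus 3 SD, cut at about 18% in these data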
Target sequence (P08912 whole entry, looked up): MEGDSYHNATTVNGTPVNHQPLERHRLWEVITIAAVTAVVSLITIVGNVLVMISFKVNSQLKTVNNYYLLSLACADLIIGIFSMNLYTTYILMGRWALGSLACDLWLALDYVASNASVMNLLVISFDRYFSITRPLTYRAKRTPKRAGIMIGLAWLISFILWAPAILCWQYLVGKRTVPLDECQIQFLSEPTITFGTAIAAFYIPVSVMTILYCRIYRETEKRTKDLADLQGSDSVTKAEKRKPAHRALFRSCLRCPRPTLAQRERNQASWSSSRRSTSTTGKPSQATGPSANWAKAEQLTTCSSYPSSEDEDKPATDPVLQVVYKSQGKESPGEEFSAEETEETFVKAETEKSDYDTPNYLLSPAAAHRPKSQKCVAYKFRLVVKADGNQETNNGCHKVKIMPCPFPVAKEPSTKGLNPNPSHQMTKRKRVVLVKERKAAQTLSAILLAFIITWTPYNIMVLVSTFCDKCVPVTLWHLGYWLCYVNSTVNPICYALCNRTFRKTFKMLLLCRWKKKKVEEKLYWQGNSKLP
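Assay system – human M5 receptor in CHO-K1 cells · Read-out – % activation, ACh-normalized · Technique – Fluo-8 calcium fluorescence · Dosing – single-point, 3 µM nominal · Incubation – Fluo-8 loading 80 min at 37 °C plus 30 min room temperature · Repeats – singlicate, one well per test compound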
CHRM1 antagonist: human CHRM1 antagonism; inhibition, % at 3 µM; P11229; 360,000 compounds, 1.3% hits; AID 588852; CHO-K1 hM1, Fluo-8 calcium fluorescence, ACh EC80 antagonist;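 active means percent inhibition above its own plate's cutoff, namely the mean of that plate's compound wells plus 3 SD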;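 further: peak over basal fluorescence ratio during 140 s after agonist addition; 0% = ACh EC80 plus DMSO and 100% = DMSO alone without agonist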
CHRM5 antagonist: blocks acetylcholine activation of human M5 receptor; P08912; CHO-hM5 cells, Fluo-8 calcium fluorescence, ACh EC80; inhibition, % at 3 µM; 360,000 compounds, 0.59% hits; AID 624040;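 active means inhibition above a per-plate cutoff, the mean of that plate's test compounds plus 3 SD, cut at about 27% in these data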;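 further: 0% = acetylcholine EC80 with DMSO and 100% = DMSO without agonist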
CHRM5 agonist: CHRM5 agonism in calcium assay | CHO-K1 hM5 cells, Fluo-8 calcium fluorescence; 0% DMSO wells, 100% maximal acetylcholine response | P08912 | activation, % at 3 µM | 360,000 compounds, 0.19% hits;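 active means activation above the run's mean over test compounds plus 3 SD, cut at about 23% in these data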;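 further: signal is peak over basal fluorescence ratio across the kinetic read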
M4 PAM: CHRM4 positive allosteric modulation; P08173; CHO-K1 hM4/Gqi5, Fluo-8 calcium fluorescence, ACh EC20; 0% = ACh EC20, 100% = maximal ACh; activation, % at 3 µM; 360,000 compounds, 0.4% hits;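 active means activation above its plate's cutoff, the mean activation of sample wells plus 3 SD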; further: some results filed as inactive read as strong as hits
Starred values were filed as active, the others as inactive; . = no result given.

The line under a structure holds: M5 PAM	CRFBP-R2 agonist	M4 PAM	M1 PAM	CHRM5 antagonist	CHRM4 agonist	CHRM1 antagonist	CHRM4 antagonist	CHRM5 agonist
> CCOC(=O)CSc1nc2ccc(S(=O)(=O)N3CCOCC3)cc2[nH]1
  1	1.7	-1	11	4	0	-11	4	-2
> C=CCNCCCCOc1ccccc1
  1	-1.9	-1	-2	1	1	8	-15	-6
> CN(CC(=O)Nc1ccc(F)c(F)c1F)C(=O)c1ccc2c(c1)OCCO2
  0	-0.6	4	8	9	2	-1	-8	1
> CC(=O)c1cccc(NC(=O)COC(=O)CCC(=O)c2cccs2)c1
  -3	0.5	1	4	3	5	-3	0	3
> Cc1nn(-c2ccc(Cl)cc2)c(NC(=O)C(C)C)c(-c2ccccc2)c1=O
  -17	-0.3	-25	-6	5	16	8	-4	3
> COc1ccc2oc(C(=O)OCC(=O)NCc3ccccc3OC)c(C)c2c1
  -3	-0.3	18	3	2	1	-12	-22	-4
> COC(=O)c1cc(OC)c(OC)cc1NC(=O)CSCc1c(C)noc1C
  0	-0.5	12	9	13	3	-8	6	2
> COc1cccc(-c2ncc3ccccc3c2COC(=O)c2ccc(F)cc2)c1
  9	0.4	0	-9	-2	1	11	-7	1
> CSc1ccc(C(=O)C2CCCN(C(=O)CCc3c(C)nn(C)c3C)C2)cc1 (centres undefined)
  -11	0.9	-10	-5	17	12	7	10	2
> O=C(CN1CCN(C/C=C/c2ccccc2)CC1)Nc1ccccc1C(=O)NC1CC1
  -4	1.1	-9	2	9	4	-4	-6	-2
> CCOc1ccc(Nc2oc(-c3ccc(Cl)cc3)nc2C#N)cc1
  1	-1.1	2	3	-2	0	-3	-4	1
> COc1ccc(CNCc2cc3c(cc2[N+](=O)[O-])OCO3)cc1
  -3	-1.5	-4	5	8	1	-6	-4	-6
> O=C(O)CCC(=O)NNc1nc(-c2ccccc2)c2cc(Cl)ccc2n1
  -3	10	4	13	5	0	-8	4	-3
> CC1=CC(=O)C(C(C)=Nc2ccccc2[N+](=O)[O-])C(=O)O1 (centres undefined)
  -9	0.7	2	-3	26	1	5	-2	-3
> O=C(Cc1ccccc1)Nc1ccc(NC(=O)c2ccccc2)nc1
  -2	1.7	-2	-2	9	3	3	-10	-3
> CN1C(=O)SC(Nc2ccc(F)cc2)C1=O (centres undefined)
  -2	-1.5	8	8	1	0	-9	4	-1
> COc1ccc(-c2csc(C(O)c3ccccc3)n2)cc1 (centres undefined)
  1	.	13	6	-4	6	-14	-7	2
> CC(=O)Nc1ccc(NC(=O)Cn2c(-c3ccc(F)cc3)cnc2SCC(=O)Nc2c(C)cccc2C)cc1
  -2	1.0	18	7	-4	0	-3	-5	1
> COc1ccc(CCC(=O)NCCc2ccc(OC)c(OC)c2)cc1
  -1	-1.4	0	-7	9	0	14	1	-2
> CCOc1ccc(NC(=O)C2CCCN(S(=O)(=O)c3ccc4c(c3)CCCN4C(C)=O)C2)cc1 (centres undefined)
  1	-1.6	6	5	5	5	3	14	-3
> Cc1nc2nc(SCC(=O)c3cccc([N+](=O)[O-])c3)[nH]c2cc1Br
  -9	-1.1	-5	-20	9	3	12	3	-8
> COc1cc(OC)cc(-c2c(-c3cccs3)c3cc(-c4ccc(OCc5ccccc5)cc4)ccc3n2C)c1
  3	-0.2	8	13	6	1	-8	7	-3
> CCCCNC(=S)N(Cc1ccco1)Cc1cc2cc3c(cc2[nH]c1=O)OCCO3
  2	-1.7	1	5	-5	1	-7	1	0
> CCCNC(=O)C1(C)CCCN(C(=O)Cc2cccc(OC)c2)C1 (centres undefined)
  -6	.	0	-7	7	0	10	8	0
> COc1ccc(N2C(=O)CCC2(C(N)=O)c2ccccc2)cc1 (centres undefined)
  7	.	0	5	4	1	-12	0	-1
> CCNC(=S)N(CCc1c(C)[nH]c2ccc(Cl)cc12)Cc1ccco1
  -11	-3.9	-5	0	13	3	8	8	-5
> O=C(CSc1nnc(-c2cccnc2)n1-c1ccccc1)NCc1ccc2c(c1)OCO2
  -5	1.8	-2	-8	6	1	13	11	-4
> CCN(Cc1ccncc1)C(=O)c1cccc(S(=O)(=O)N2CCOCC2)c1
  2	-2.0	12	7	-1	1	-4	-7	0
> COc1ccc(Cl)cc1NC(=O)Nc1ccc(C(=O)N2CCCC2)cc1
  2	0.5	-3	6	-1	0	-7	11	6
> O=C(COC(=O)COc1ccccc1)NC12CC3CC(CC(C3)C1)C2
  -3	-3.7	7	8	11	-1	-8	-1	1
> CCn1cc(S(=O)(=O)NC2CCCCC2)cn1
  -5	-0.4	-2	1	9	0	0	8	-4
> Cc1ccc(-c2noc(CSc3nnnn3-c3ccccc3)n2)cc1
  -9	0.0	-11	-2	0	2	4	-5	-3
> O=C(CSc1nc(C2CC2)n(-c2ccccc2)n1)NCc1ccco1
  6	-2.1	1	-4	-2	0	6	-6	0
> Cc1ccccc1NC(=O)NC1(C(=O)N2CCC(C(N)=O)CC2)CCCCC1
  -1	-0.4	-5	-8	16	1	17	4	-3
> CC(=O)N1CCN(c2ccc(NC(=O)c3ccc(Cl)cc3)cc2)CC1
  18	-2.3	3	16	-17	1	-9	-6	8
> COCCNC(=O)C1CCCN(C(=O)c2ccc(C(F)(F)F)nc2C)CC1 (centres undefined)
  -2	.	11	12	4	0	-19	-4	2
> COc1cc2c(cc1OC)C(c1cc(OC)c(OC)c(OC)c1)C1(O)C(=O)OCC1(O)C2 (centres undefined)
  -13	2.2	4	2	8	1	-5	-13	6
> Cc1csc(SCC(=O)NC2CCS(=O)(=O)C2)n1 (centres undefined)
  -2	-2.2	3	9	10	0	-11	-18	-1
> CCC(=O)c1ccc(N2CCN(C(=O)COc3ccccc3F)CC2)c(F)c1
  -8	-1.6	-2	5	-4	11	-5	-7	2
> O=C(Nc1cccnc1Cl)c1cc2c(s1)-c1ccccc1OC2
  1	-1.3	-7	-5	-1	8	5	-2	-6
> Cc1ccccc1-n1c(SCC(=O)c2c(N)n(C3CC3)c(=O)[nH]c2=O)nnc1N1CCOCC1
  9	-2.0	12	22	-5	3	-15	-11	1
> CCOC(=O)c1c(S(=O)(=O)NC2CCN(C(=O)OCC)CC2)c(C)n(C)c1C
  5	-0.9	6	13	-2	2	-15	-6	-1
> S=C(NCc1ccc2c(c1)OCO2)NC1CC1
  -1	-0.2	14	5	8	0	0	-4	3
> CCOC(=O)CNS(=O)(=O)CCN1C(=O)c2ccccc2C1=O
  3	-1.3	11	3	-1	1	-5	-9	2
> C=CCN1CCC(=O)C(C(=O)OCC)=C1C(=O)OCC
  -3	-0.3	7	3	-3	1	-9	-16	0
> CC(OC(=O)CCNS(=O)(=O)c1ccccc1)C(=O)Nc1ccc(S(=O)(=O)N2CCCCC2)cc1 (centres undefined)
  -10	3.3	-3	-9	14	8	8	12	2
> Cc1ccc(NC(=O)N2CCN(S(=O)(=O)c3ccccc3)CC2)cc1
  -6	-1.9	-5	10	9	1	-5	9	-2
> C=CCNC(=O)C1CC2Cn3c(nc4ccccc43)C2N1C (centres undefined)
  -1	1.9	10	12	2	2	-2	3	1
> CCCc1cc(Nc2ccccc2C)n2ncnc2n1
  3	-0.2	0	8	6	0	-10	1	-2
> CCCC1NC(=S)N(C2CCCCC2)C1=O (centres undefined)
  5	27	6	-2	-4	1	-5	1	-5

(next part)
The line under a structure holds: M5 PAM	CRFBP-R2 agonist	M4 PAM	M1 PAM	CHRM5 antagonist	CHRM4 agonist	CHRM1 antagonist	CHRM4 antagonist	CHRM5 agonist
> COCc1ccc(-c2ccc3c(c2)c(C#Cc2ccsc2)c(-c2cc(OC)cc(OC)c2)n3C)cc1
  4	1.9	2	5	6	1	-1	7	2
> O=C(N/N=C/c1coc2ccc(Cl)cc2c1=O)c1ccc(O)cc1
  -3	0.7	5	2	8	1	-3	3	-5
> CCCCCCNC(=O)CC(NS(=O)(=O)c1ccc(NC(C)=O)cc1)C(C)C (centres undefined)
  -1	2.9	4	2	-12	1	-11	-7	-1
> O=C(O)CN(c1ccccn1)S(=O)(=O)c1ccccc1
  12	-1.1	3	6	-17	0	-27	-4	-3
> COc1ccc(C2C(C(=O)c3ccco3)=C(O)C(=O)N2CCCn2ccnc2)c(OC)c1 (centres undefined)
  -4	1.8	-2	8	21	2	1	1	-5
> CC1=C(C(=O)N(C(C)C)C(C)C)CC(CC(=O)NCc2ccco2)C(=O)N1Cc1ccccc1 (centres undefined)
  -6	.	2	0	6	-1	3	-9	2
> COc1ccc(/C=C(/NC(=O)c2ccccc2)C(=O)N/N=C/c2cccs2)cc1OC
  -9	0.7	5	3	7	6	-16	-4	4
> O=C(CCN1CCN(Cc2ccccc2)CC1)NNC(=O)Nc1cccc([N+](=O)[O-])c1
  -2	-0.6	-1	3	12	1	-2	7	-2
> COC(=O)c1c(NC(=O)C(C)(C)C)sc2c1C(C(=O)OC)CC2 (centres undefined)
  3	0.7	9	5	0	2	-20	-9	-2
> Cn1c(SCC(=O)NC2CCCCC2)nnc1-c1ccccc1O
  -2	1.1	-3	-1	10	1	8	-3	-4

4 structures out of the list, sorted by SMILES length, largest number first:
The line under a structure holds: M5 PAM	CRFBP-R2 agonist	M4 PAM	M1 PAM	CHRM5 antagonist	CHRM4 agonist	CHRM1 antagonist	CHRM4 antagonist	CHRM5 agonist
> COCc1ccc(-c2ccc3c(c2)c(C#Cc2ccsc2)c(-c2cc(OC)cc(OC)c2)n3C)cc1
  4	1.9	2	5	6	1	-1	7	2
> CC1=C(C(=O)N(C(C)C)C(C)C)CC(CC(=O)NCc2ccco2)C(=O)N1Cc1ccccc1 (centres undefined)
  -6	.	2	0	6	-1	3	-9	2
> CCCCCCNC(=O)CC(NS(=O)(=O)c1ccc(NC(C)=O)cc1)C(C)C (centres undefined)
  -1	2.9	4	2	-12	1	-11	-7	-1
> O=C(O)CN(c1ccccn1)S(=O)(=O)c1ccccc1
  12	-1.1	3	6	-17	0	-27	-4	-3

Continued.
The line under a structure holds: M5 PAM	CRFBP-R2 agonist	M4 PAM	M1 PAM	CHRM5 antagonist	CHRM4 agonist	CHRM1 antagonist	CHRM4 antagonist	CHRM5 agonist
> CCc1ccccc1S(=O)(=O)Cc1ccc(C(=O)N2CCN(c3ccccc3OC)CC2)o1
  -23	-0.1	-7	-17	11	25	18	-7	18
> NS(=O)(=O)c1ccc(N/N=C/c2ccccc2C(=O)O)c([N+](=O)[O-])c1
  3	-0.7	0	11	8	0	-8	-3	-2
> COc1ccc(-n2nc(C(=O)NCC3CCCO3)c3ccccc3c2=O)cc1 (centres undefined)
  -10	-2.9	-13	-3	14	1	-1	13	-1
> Cc1ccc(-c2cc(C(=O)N3CCOCC3)c3cc(C)ccc3n2)cc1
  -4	-0.3	-7	-8	9	15	12	-3	6
> O=C(O)/C=C/c1coc2ccc(F)cc2c1=O
  0	-1.6	-2	5	7	0	-1	5	-2
> CSc1nnc(C2CCCN(CC(=O)Nc3ccccc3N3CCOCC3)C2)n1C(C)C (centres undefined)
  -2	0.3	-1	9	7	1	-8	0	-1
> CN(CC(=O)Nc1ccccc1C(F)(F)F)C(=O)CN1C(=O)C2CCCCC2C1=O (centres undefined)
  -2	1.2	4	3	9	1	3	-6	0
> O=C(Nc1ccc(C(F)(F)F)cc1)c1cc(S(=O)(=O)NCC2COc3ccccc3O2)ccc1F (centres undefined)
  -9	1.5	0	-3	5	6	2	10	1
> CCN(CC)c1ccc(C2C(C(=O)Nc3ccccn3)=C(C)NC3=C2C(=O)CC(C)(C)C3)cc1 (centres undefined)
  -7	7.3	2	4	-2	4	-11	-6	-1

Screening data as filed in PubChem.
